Source: PubChem BioAssay (several laboratories)
HSF1 inh – HSF1 inhibition; NIH3T3-HGL HSE-luciferase, MG132-induced, luminescence 8 h; stronger effect = lower value; 300,000 compounds, 0.77% hits; activity change, negative = inhibition, % at 7.5 µM (by protocol); AID 2098;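 active = more than half of replicate wells show activity change below -50%, luminescence cut by over half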;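 also: luciferase reports HSF-1 transcriptional activity via heat shock element; 0% = median of DMSO wells and -100% = zero luminescence signal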
PolyA inh – inhibitors of polyadenylation in S. cerevisiae | S. cerevisiae SKY197-pL101 polyadenylation reporter, beta-gal luminescence; efflux-impaired pdr1/pdr3 knockout yeast; score 100 = 6 SD above DMSO | calls only at 12 µM | 300,000 compounds, 0.02% hits;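 active = lowest replicate activity score at least 50, where 100 means six control SD above control mean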;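 also: yeast exposed to compound for 9 h at 30 °C; higher score means more reporter readthrough which indicates perturbed polyadenylation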
HSP90 refold inh – HSP90 refolding inhibition in rabbit reticulocyte lysate. luciferase refolding luminescence, 3 h. inhibition, % at 5.6 µM. 290,000 compounds, 0.91% hits. AID 1789;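 active = inhibition above the screen-wide mean plus 3 SD, computed separately per campaign, cut at about 16% in these data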;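 also: 0% = DMSO wells and 100% = 60 µM geldanamycin wells; inhibitors lower the luminescence because luciferase stays unfolded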
DYRK1A inh – blocks rat Dyrk1A kinase activity; Q63470; ADP-Glo luminescence, NFATc1 peptide; inhibition, % at 12.5 µM; 310,000 compounds, 0.43% hits; AID 504441; in the data active = inhibition above about 50%;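 also: plate controls were vehicle with enzyme for no effect and no enzyme for full effect; many of its hits are not listed in these tables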
AI-2 QS modul – modulates the Vibrio harveyi AI-2 quorum sensing system; Vibrio harveyi JMH597 AI-2 luminescence/OD600 ratio, 9 h; stronger effect = lower value; strain lacks LuxN and CqsS sensors; 0 = neutral-control median; activity change, % at 7.5 µM; 300,000 compounds, 0.4% hits; AID 2094; in the data active = activity change below about -75%, passing the limit was not always enough;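 also: luminescence divided by OD600 gain over 9 h not by final OD600 alone; inactives centre near 13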
GSK3 alpha inh – human GSK-3 alpha kinase inhibition; 320,000 compounds, 0.1% hits; inhibition, % at 10 µM; ADP-Glo luminescence, 60 min;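 in the data active = inhibition above about 50%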;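 also: GST-tagged GSK-3 alpha with peptide substrate and 25 µM ATP; 0% = DMSO neutral wells and 100% = GW8510 positive control wells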
Target sequence (P49840 whole entry, looked up): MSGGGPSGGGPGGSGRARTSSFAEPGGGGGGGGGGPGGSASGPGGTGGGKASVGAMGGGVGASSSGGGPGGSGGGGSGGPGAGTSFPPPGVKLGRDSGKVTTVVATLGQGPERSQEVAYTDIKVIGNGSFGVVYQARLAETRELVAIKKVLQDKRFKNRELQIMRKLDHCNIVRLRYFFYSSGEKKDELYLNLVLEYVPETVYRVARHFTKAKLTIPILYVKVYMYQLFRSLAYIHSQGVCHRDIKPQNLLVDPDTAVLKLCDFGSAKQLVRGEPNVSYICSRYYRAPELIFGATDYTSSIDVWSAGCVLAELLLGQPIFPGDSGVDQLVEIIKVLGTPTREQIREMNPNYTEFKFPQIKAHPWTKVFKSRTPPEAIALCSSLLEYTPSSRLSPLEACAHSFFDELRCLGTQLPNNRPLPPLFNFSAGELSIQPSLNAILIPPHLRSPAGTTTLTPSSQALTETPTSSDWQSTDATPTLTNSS
Platelet DG rel – platelet dense granule release activity | AID 1663 | 300,000 compounds, 0.22% hits | human platelet-rich plasma, SFLLRN dense granule ATP release, luminescence | inhibition, %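 (compounds screened at 7.5 µM in platelet-rich plasma)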;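 active = mean replicate score, as percent of positive control, at or above 50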
GSK3beta inhib – human GSK3beta kinase inhibition | activity score (negative = inhibition), % at 10 µM | GST-GSK3beta kinase, ADP-Glo luminescence, 60 min; stronger effect = lower value | AID 2097 | 300,000 compounds, 0.038% hits;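 active = more than half of replicate wells score below -50%, meaning over 50% inhibition versus plate controls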;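 also: 0% = median DMSO wells and -100% = median GW8510 positive control wells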
Target sequence (P49841 whole entry, looked up): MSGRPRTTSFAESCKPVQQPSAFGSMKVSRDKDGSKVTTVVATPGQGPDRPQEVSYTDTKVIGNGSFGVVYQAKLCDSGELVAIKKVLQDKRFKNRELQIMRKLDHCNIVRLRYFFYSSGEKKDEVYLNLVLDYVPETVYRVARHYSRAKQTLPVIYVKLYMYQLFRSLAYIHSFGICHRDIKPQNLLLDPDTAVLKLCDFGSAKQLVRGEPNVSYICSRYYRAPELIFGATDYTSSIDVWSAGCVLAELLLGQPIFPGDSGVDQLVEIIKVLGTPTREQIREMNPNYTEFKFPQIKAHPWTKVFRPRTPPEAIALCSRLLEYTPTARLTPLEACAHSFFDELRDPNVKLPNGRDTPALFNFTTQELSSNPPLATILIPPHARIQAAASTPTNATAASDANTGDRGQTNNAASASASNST
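Test system: GST-tagged human GSK3beta kinase, cell-free; evaluation: activity score scaled between in-plate DMSO and GW8510 controls; measured by: ADP-Glo luminescence; incubation: 60 min reaction, RT; benchmarks: DMSO and 20 µM GW8510; reagent: peptide substrate plus 25 µM ATP (final); medium: Tris/MgCl2 kinase buffer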
HSF1 activator – increases HSF-1 driven luciferase reporter signal | NIH3T3-HGL HSF-1 luciferase reporter, MG132, 8 h; 100% = twice DMSO control signal | activation, % at 9 µM | 300,000 compounds, 1.7% hits | AID 504408;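 active = mean replicate activation of at least 50% with a set share of replicates each reaching 50%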;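 also: 0% = median of the neutral control wells and 100% = twice that signal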
HDAC3 inhib – human HDAC3 inhibition | O15379 | recombinant HDAC3, fluorogenic peptide/trypsin coupled, fluorescence | 320,000 compounds, 0.15% hits | AID 2718 | inhibition, % at 8.3 µM; in the data active = inhibition above about 26%, passing the limit was not always enough
An asterisk follows results filed as active; i = inactive; · = no result given. This is a subset; count on the stated rates, not on these rows.

No.	canonical_smiles	HSF1 inh	PolyA inh	HSP90 refold inh	DYRK1A inh	AI-2 QS modul	GSK3 alpha inh	Platelet DG rel	GSK3beta inhib	HSF1 activator	HDAC3 inhib
1	Cc1nc(Nc2ccccc2)sc1C(=O)Nc1ccccc1	22.4	i	-4.7	13.0	-9.1	0.7	-2.7	0.9	39.4	6.5
2	COc1ccc(CCn2c(C)cc3c(c2=O)C(c2ccc4c(c2)OCO4)C(C#N)=C(N)O3)cc1OC (stereo not given)	4.8	i	-1.8	-0.6	26.6	-4.6	-2.0	-2.8	-7.5	-5.8
3	Cc1ccc(SCC(=O)Nc2cccc(NC(=O)c3ccco3)c2)cc1	-1.2	i	-2.3	0.8	33.1	-0.4	14.5	-0.3	5.2	0.9
4	CCOC(=O)c1c(C)n(C)c2ccc(OCC(N)=O)cc12	-4.1	i	0.5	43.0	16.3	-3.7	0.8	3.6	2.7	9.1
5	COc1ccc(C(C(=O)NCc2ccccc2)N(C(=O)c2snc(C(N)=O)c2N)C2CCCC2)cc1 (stereo not given)	3.7	i	4.6	0.3	19.6	-1.0	-2.2	0.6	-5.5	5.7
6	COc1cc2c(cc1OC)-c1cc(NC3CCCCCCC3)nc(=O)n1CC2	-4.9	i	-1.4	6.7	43.4	-5.4	135.4*	-3.7	0.3	-2.9
7	COc1cc(NC(=O)CSc2nc3ncnc(N)c3[nH]2)c(C(=O)O)cc1OC	6.0	i	-1.4	1.3	8.7	-2.6	4.4	2.1	3.0	0.3
8	CCOC(=O)CSc1nc2ccccc2c(=O)n1C1CCCC1	2.4	i	1.6	1.8	18.0	-0.1	-3.5	1.4	16.7	-4.8
9	Cc1sc2ncnc(Sc3nnnn3-c3ccccc3)c2c1C	13.7	i	-0.3	3.5	16.9	4.5	-2.9	1.1	40.7	1.7
10	CC(O)CSc1nc2c(c(=O)n(C)c(=O)n2C)n1CCCc1ccccc1 (stereo not given)	1.5	i	·	1.7	-0.4	-1.6	8.3	-0.2	-18.1	·
11	CCN(CC)CCN1C(=O)c2oc3ccccc3c(=O)c2C1c1ccccc1 (stereo not given)	-1.2	i	-0.9	·	37.3	2.3	-1.2	1.7	2.1	3.6
12	Cc1nc2sc(C(N)=O)c(N)c2c2c1CCCC2	-0.9	i	4.1	33.2	31.6	25.0	5.8	-3.9	-2.5	9.2
13	Cc1ccc(-c2nc(N)sc2-c2ccccc2)cc1C	0.3	i	-4.9	-1.8	8.2	7.5	-3.4	5.5	22.0	-0.3
14	CCCn1c(SCC(=O)c2ccc3c(c2)OCCO3)nc2c1c(=O)n(C)c(=O)n2C	0.1	i	-1.4	22.6	0.8	·	-7.1	-0.4	3.3	·
15	COc1cccc2c(O)c(-c3ccccc3)c(=O)[nH]c12	1.6	i	·	·	38.6	-4.8	0.9	2.3	5.8	0.5
16	Cc1ccc2nc(C)cc(Nc3ccc4c(c3)OCCO4)c2c1	-20.2	i	-2.1	16.5	32.8	3.2	-4.9	-1.9	-9.3	8.6
17	COc1cc(/C=N/NC(=O)Nc2ccccc2)ccc1OCCOc1ccccc1C	-41.9	i	-1.1	2.1	4.4	5.4	-12.6	2.6	-39.5	-6.0
18	O=P(O)(CCCP(=O)(O)CCc1ccccc1)CCc1ccccc1	-10.1	i	·	-4.2	16.1	·	-2.3	5.4	-4.6	2.5
19	Cc1ccc(CN2CCN(c3ncccn3)CC2)o1	-3.7	i	2.7	56.4*	8.5	-2.6	2.9	0.8	-13.3	-11.9
20	COCCOCC(=O)Nc1ccc(S(=O)(=O)Nc2cc(C)nc(C)n2)cc1	-5.4	i	-3.0	·	24.7	-1.5	-1.5	1.4	-7.3	-0.5
21	Cc1ccc(S(=O)(=O)N(CC(=O)NCc2ccco2)C2CCCCC2)cc1	-1.7	i	-0.9	0.6	9.0	-0.4	6.3	1.5	7.6	4.0
22	CCc1nnc(NC(=O)CCN2C(=O)c3ccccc3S2(=O)=O)s1	15.1	i	0.1	-5.2	24.0	-2.4	-4.0	1.3	25.9	-2.8
23	COc1ccccc1N1CCN(C(=O)Cn2c(=O)[nH]c3ccsc3c2=O)CC1	2.7	i	1.8	-0.1	-1.3	-2.0	0.9	-3.4	5.4	-0.7
24	CCOc1cc(N2CCOCC2)c(OCC)cc1NS(=O)(=O)c1ccc(Cl)s1	-0.5	i	-2.0	-1.3	35.5	-2.2	6.1	-1.1	-5.7	1.8
25	CC(/C=C/c1ccco1)=N/NC(=O)c1ccc(C)nc1	-7.2	i	-0.7	·	-2.3	-1.1	-0.2	-0.8	1.4	8.5
26	O=C1c2ccccc2CCC12N=NCC2c1ccc(Br)cc1 (stereo not given)	20.5	i	2.0	5.9	10.3	-3.2	-8.2	-0.9	33.4	0.2
27	CCCCCC(=O)Cc1cc(O)cc2c1C(=O)Oc1cc(O)c(C(=O)O)c(CCCCC)c1O2	-1.2	i	·	·	-2.4	-5.7	-5.6	0.3	3.7	9.4
28	CSc1nc(C)cc(-n2ccc(=O)[nH]c2=O)n1	-6.3	i	6.6	5.5	15.4	24.4	-4.1	-32.8	-9.1	-1.3
29	COc1cc(S(=O)(=O)N2CCN(C(=O)c3ccccc3)CC2)c(OC)cc1Br	-3.0	i	-4.1	-1.3	3.7	0.1	3.8	-2.1	-6.5	7.9
30	CCn1cc(C2=NC(C)(C)CO2)c2ccccc21	-5.5	i	0.9	4.4	6.4	0.3	10.5	5.4	-4.4	4.7
31	Cc1c(N=Cc2ccc[nH]2)c(=O)n(-c2ccccc2)n1C	-5.3	i	0.2	-1.7	25.1	0.3	3.8	-0.7	14.7	-1.6
32	O=C(O)CSc1nnc(SCc2cccc3ccccc23)s1	4.9	i	2.7	2.9	21.7	-11.6	-2.3	6.1	-7.5	1.3
33	Nc1nnnn1/N=C/c1ccc(N2CCCCC2)c([N+](=O)[O-])c1	12.3	i	-4.5	2.6	8.1	2.5	2.2	-0.3	-11.2	-3.5
34	CC(C)(C)OC(=O)C(Cl)(C(=O)OC(C)(C)C)c1ccc2nnnn2n1	-0.5	i	5.7	·	-3.4	·	-1.4	2.8	-11.2	·
35	COc1ccc(-c2cc3nc(C)cc(-c4ccc(OC)cc4)n3n2)cc1	12.7	i	2.2	0.1	7.0	·	-8.3	-0.9	7.7	10.6
36	COc1ccc(OC)c(-c2cc(C(=O)Nc3ccccc3C(N)=O)c3ccccc3n2)c1	-24.9	i	·	·	12.5	-0.9	-7.0	1.4	-24.3	0.9
37	Cc1ccc(Nc2nnc(SCC(=O)Nc3ccccc3[N+](=O)[O-])s2)cc1	1.0	i	1.2	2.7	21.9	-0.9	-12.7	2.0	-13.9	1.6
38	CCn1c(=O)c(C(=O)Nc2ccc(C)cc2)c(O)c2ccccc21	-2.6	i	-0.8	7.3	24.4	-0.3	-2.7	1.4	-4.9	-17.1
39	CSCCC(=O)N1CCC(n2nccc2NC(=O)c2ccc3c(c2)OCO3)CC1	-0.8	i	1.0	3.8	31.8	-2.0	-6.3	0.6	11.3	2.7
40	CCCCCCC(=O)Nc1nc(C)c(-c2csc(Nc3ccccc3OC)n2)s1	0.5	i	0.7	-1.6	34.9	7.8	2.2	4.9	0.2	7.8
41	NS(=O)(=O)c1cccc(NC(=O)CC(NC(=O)c2ccccc2Cl)c2ccccc2)c1 (stereo not given)	7.3	i	6.3	0.8	-3.3	-2.6	-9.5	2.5	8.1	-1.7
42	C=CCn1c(=O)c(C(=O)NCCc2ccc(Cl)cc2)c(O)c2cc(OC)c(OC)cc21	-0.7	i	-3.0	-3.7	26.3	0.5	-6.7	-1.3	15.0	-5.3
43	O=C(NC1CCCCC1)n1c(=O)oc2ccccc21	-4.7	i	1.2	0.4	6.8	-1.0	1.4	-2.4	1.6	-1.1
44	CC(C)c1ccc(Nc2cnn(C34CC5CC(CC(CC(=O)O)(C5)C3)C4)c(=O)c2Cl)cc1	2.7	i	-0.8	12.8	8.8	-2.9	1.2	1.1	2.2	5.5
45	COC(=O)c1ccc(COc2ccc(/C=N/NC(N)=S)cc2)o1	-6.2	i	2.2	·	-19.2	-1.7	-26.2	0.1	14.7	8.5
46	CCc1ccc(C(=O)Nc2nnn(CC)n2)cc1	-9.5	i	8.5	0.5	5.1	-0.4	7.8	1.5	-12.7	-1.4
47	COc1ccc(-c2cc(C(=O)O)no2)cc1	0.7	i	-0.9	4.3	14.3	-5.1	3.3	2.0	3.0	-2.5
48	COc1ccc(N=Cc2c(C)[nH][nH]c2=O)cc1	-2.3	i	-1.1	2.0	-11.9	4.9	-1.2	0.9	-1.2	6.9
49	CC1CCC(N2CCN(c3ncccn3)CC2)CC1 (stereo not given)	1.2	i	-2.4	-4.9	1.2	-0.8	-16.5	2.3	-9.3	-4.5
50	COC(=O)c1ccsc1NC(=O)CCc1ccccc1	32.0	i	-1.4	-4.0	11.4	0.2	7.7	1.3	67.5*	4.2

More structures follow.
No.	canonical_smiles	HSF1 inh	PolyA inh	HSP90 refold inh	DYRK1A inh	AI-2 QS modul	GSK3 alpha inh	Platelet DG rel	GSK3beta inhib	HSF1 activator	HDAC3 inhib
51	COc1ccc(C2(c3ccc(OC)cc3)NC(=O)N(CC(=O)Nc3ccccc3C(F)(F)F)C2=O)cc1	-4.7	i	-2.8	-2.3	27.2	-5.5	0.5	2.2	4.9	3.0
52	C=CCn1c(C)c(C(C)=O)cc(NC(=O)c2ccccc2)c1=O	-1.8	i	0.7	-3.8	-8.7	0.4	-0.7	-0.6	-7.9	2.8
53	COC(=O)C(Cc1ccccc1)OS(N)(=O)=O (stereo not given)	-4.2	i	-2.9	3.6	20.6	-0.4	-2.4	5.2	7.0	1.4
54	O=C(COC(=O)Cc1c[nH]c2ccccc12)Nc1c(Cl)cccc1C(F)(F)F	-1.6	i	·	0.9	16.5	-2.7	-26.1	3.4	-8.5	8.4
55	Cc1ccc(NC(=O)CSc2nc(=O)n(CCCN(C)C)c3c2CCC3)c(C)c1	-3.2	i	·	12.3	14.8	-3.6	-7.8	-3.1	8.4	1.6
56	CCC1CCCCN1C(=O)Cn1nc([N+](=O)[O-])c(Cl)c1C (stereo not given)	·	i	2.9	0.8	26.1	0.1	15.1	0.7	·	-0.8
57	Cc1cccn2c(=O)c3cc(C(=O)NC4CCS(=O)(=O)C4)sc3nc12 (stereo not given)	-6.4	i	-0.6	20.2	20.9	-0.5	0.6	0.8	-8.7	-37.1
58	COCCNC(=O)c1ccc2c(c1)nc(C)n2-c1cccc(F)c1	1.3	i	0.0	68.3*	4.0	-0.8	3.1	-6.8	2.5	-6.5
59	COc1ccc(N(C(=O)c2csnn2)C(C(=O)NC2CCCC2)c2ccccc2)cc1 (stereo not given)	5.5	i	6.8	-3.2	-3.0	-5.4	2.1	5.3	3.6	-6.3
60	COC(=O)c1ccccc1NC(=O)C(=O)NCC1CCCO1 (stereo not given)	-2.5	i	-7.3	8.5	10.2	0.5	26.2	1.8	-17.7	2.4
61	O=C(NC1CCCCC1)N1CCN(c2ncccn2)CC1	·	i	0.5	2.6	18.0	-0.7	-3.0	-4.5	·	5.3
